Rv3671c protease – Rv3671c serine protease inhibitors, primary screen, biochemical, fluorescence polarization, M. tuberculosis H37Rv; P9WHR9; 0.048% of 320,000 active; inhibition, % at 5.96 µM; in the data active means inhibition above about 38%;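 further: extracellular domain of Rv3671c used as enzyme; 0% = enzyme with DMSO and 100% = no enzyme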
Target sequence (P9WHR9 whole entry, looked up, the tested form may be a part): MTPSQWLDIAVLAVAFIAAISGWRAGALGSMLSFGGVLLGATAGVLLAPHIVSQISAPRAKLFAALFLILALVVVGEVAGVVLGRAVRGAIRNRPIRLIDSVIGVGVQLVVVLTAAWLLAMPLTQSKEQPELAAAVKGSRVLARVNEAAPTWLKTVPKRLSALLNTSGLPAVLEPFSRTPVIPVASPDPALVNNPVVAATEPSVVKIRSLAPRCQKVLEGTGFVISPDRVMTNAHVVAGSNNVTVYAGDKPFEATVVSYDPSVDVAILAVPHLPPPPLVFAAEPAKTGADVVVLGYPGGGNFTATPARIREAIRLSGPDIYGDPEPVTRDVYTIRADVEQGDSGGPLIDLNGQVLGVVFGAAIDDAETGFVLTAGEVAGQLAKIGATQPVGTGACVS
PriA SSB inh – inhibitors of Klebsiella pneumoniae PriA binding to SSB C-terminal tail, primary screen, biochemical, AlphaScreen; PriA–SSB C-terminal tail interaction (Klebsiella pneumoniae); 0.6% of 430,000 active; inhibition, % at 33 µM; AlphaScreen SSBct-PriA binding, biotinylated peptide; in the data active means inhibition mostly above about 37%, no sharp cut-off; inactive means mostly below about 20%;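 further: plate controls were negative control peptide for no effect and reference peptide for full effect; strong numbers were not always called active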
VHR inh abs – VHR1 phosphatase inhibitors, primary screen, biochemical, absorbance, uHTS. Dual specificity protein phosphatase 3 (Homo sapiens), P51452. recombinant VHR phosphatase, pNPP absorbance. inhibition, % at 13.3 µM. 0.52% of 290,000 active; in the data active means inhibition above about 50%; further: some compounds called inactive have numbers as strong as hits
Target sequence (P51452 whole entry, looked up): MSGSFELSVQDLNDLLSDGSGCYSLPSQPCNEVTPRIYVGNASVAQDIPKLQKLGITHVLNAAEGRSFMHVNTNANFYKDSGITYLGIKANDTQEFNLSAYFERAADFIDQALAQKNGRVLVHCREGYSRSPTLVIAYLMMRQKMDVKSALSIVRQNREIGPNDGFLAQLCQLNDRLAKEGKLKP
SARS 3CLpro inh – SARS-CoV 3CLpro protease inhibitors, primary screen, biochemical, quenched FRET; recombinant SARS-CoV 3CLpro, quenched FRET peptide cleavage; inhibition, % at 6 µM; 0.14% of 290,000 active; in the data active means inhibition above about 12%
MazEF act – activators of E. coli MazEF toxin-antitoxin RNase, primary screen, biochemical, fluorescence, uHTS; Endoribonuclease toxin MazF (Escherichia coli (strain K12)), P0AE70; FAM/BHQ RNA-DNA oligo cleavage fluorescence, 5 h; 0.32% of 350,000 active; activation, % at 20 µM; in the data active means activation above about 50%
Target sequence (P0AE70 whole entry, looked up): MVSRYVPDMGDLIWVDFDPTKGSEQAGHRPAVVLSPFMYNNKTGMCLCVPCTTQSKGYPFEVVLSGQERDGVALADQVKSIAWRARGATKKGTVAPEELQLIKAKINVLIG
PrPC TRFRET – inhibitors of human cell surface prion protein PrPC, primary screen, cell-based, TR-FRET; Major prion protein (Homo sapiens), P04156; 0.43% of 370,000 active; inhibition, % at 13.8 µM; TR-FRET read-out; AID 720596, 2013; in the data active means inhibition above about 24%; further: 0% = median of the test wells and 100% = reference compound wells
BoNT-A LC inh2 – BoNT/A light chain protease inhibitors, primary screen, biochemical, flow cytometry, MLPCN library | 0.17% of 360,000 active | inhibition, % at 10 µM | multiplex microsphere protease substrate cleavage; further: plate controls were buffer without enzyme for full effect and enzyme alone for no effect
BoNT-F LC inh – BoNT/F light chain protease inhibitors, primary screen, biochemical, flow cytometry, MLPCN library. Botulinum neurotoxin type F light chain protease (Clostridium botulinum). Multiplex microsphere protease cleavage assay. AID 588497, 2011. 0.22% of 360,000 active. inhibition, % at 10 µM; in the data active means inhibition above about 35%, passing the limit was not always enough; inconclusive means no clear call, values can overlap the other calls; further: plate controls were buffer without enzyme for full effect and enzyme alone for no effect
CCHFV vOTU inh – CCHFV vOTU protease inhibitors, primary screen, biochemical, Pep-AMC substrate, fluorescence; Crimean-Congo hemorrhagic fever virus L polyprotein viral ovarian tumor (vOTU) protease …; inhibition, % at 11.5 µM; 0.55% of 370,000 active; in the data active means inhibition above about 30%; further: 0% = vehicle wells with enzyme and 100% = no enzyme wells
Anthrax LF prot – Bacillus anthracis LF protease inhibitors, primary screen, biochemical, multiplex microsphere, MLPCN library; inhibition, % at 10 µM; Lethal factor (Bacillus anthracis), P15917; multiplex microsphere protease cleavage assay; 0.12% of 360,000 active; further: plate controls were buffer without enzyme for full effect and enzyme alone for no effect
* = called active by the depositor; i = inactive; ? = inconclusive; . = no result given. Unless noted, no stated cut-off is given here; in the data, active means inhibition above about 30%; inconclusive means no clear call, values can overlap the other calls; inactive means below that.

Fields – Rv3671c protease	PriA SSB inh	VHR inh abs	SARS 3CLpro inh	MazEF act	PrPC TRFRET	BoNT-A LC inh2	BoNT-F LC inh	CCHFV vOTU inh	Anthrax LF prot
- COc1ccc(S(=O)(=O)Nc2ccc3c(c2)C(=O)N([C@@H](C)CO)C[C@@H](C)[C@H](CN(C)S(=O)(=O)c2ccc(F)cc2)OCCCC[C@H](C)O3)cc1
  .	.	.	.	-1	-10	-0.3	-2	10	-1
- Cc1ccc(Oc2nc(-c3ccccc3)ncc2S(C)(=O)=O)cc1
  3	-21	4	1	-20	3	0.1	9	11	9
- O=C(CSc1nnc2scc(-c3ccccc3)n12)NCc1ccco1
  4	-13	-11	2	3	4	-0.3	-7	-19	-2
- Cc1ccc(Cn2nnc(C(=O)Nc3cccc(C)c3C)c2N)cc1
  0	-9	10	2	0	10	?	2	-4	1
- CC(C)=N/N=C(\N)SCc1ccccc1
  -13	i	-7	3	7	5	.	.	-2	.
- COc1cc(C(=O)NCCOc2cc(C)cc(C)c2)cc(OC)c1OC
  -5	1	3	3	-4	6	-3.6	-16	-4	-6
- CCC(C)N(C(=O)COC(=O)COc1c(C)cc(C)cc1C)C1CCS(=O)(=O)C1 (centres undefined)
  -2	-2	.	.	1	-3	2.6	?	-7	-2
- CCCCCC(=O)N1C[C@H](O)[C@@H](n2cc(C3CC3)nn2)C[C@@H]1c1ccc(Cl)cc1
  .	.	.	.	3	-9	0.1	-2	4	-3
- Nc1nnc(CC(c2ccccc2)c2ccccc2)s1
  -4	1	-2	0	3	10	0.2	12	-5	-7
- N#Cc1ccccc1Cn1cc(C#N)c2ccccc21
  -3	-16	-18	2	3	17	0.1	0	-7	8
- O=C(c1ccc(F)cc1F)N1CCCc2ccccc21
  .	-15	2	6	1	2	-3.8	-27	7	1
- C/C(=N/NC(=O)c1nnn(-c2nonc2N)c1COc1ccccc1)c1ccccc1Cl
  -18	.	57*	2	5	0	1.9	13	21	0
- O=C(O)COc1ccccc1/C=N/NC(=O)CSc1nnc(SCc2cccc3ccccc23)s1
  -17	i	4	4	-6	-7	0.1	0	-6	1
- CC1CCN(C(=O)/C(=C/c2ccccc2Cl)c2ccccc2)CC1
  -6	-7	6	1	-3	11	0.3	-8	18	2
- O=C(NCCC1=CCCCC1)C1CCCN(S(=O)(=O)c2ccccc2)C1 (centres undefined)
  2	-14	-9	-1	8	5	-0.5	-4	-11	-1
- CCCn1cc(CN2CCC(Cc3cccc(F)c3)(C(=O)OCC)CC2)c(C)n1
  7	-4	-3	1	-4	2	-0.2	-3	16	-6
- CCOC(=O)C1(C)CCN1C(=O)c1cccc(C#N)c1 (centres undefined)
  .	.	.	.	.	3	-0.2	2	1	-3
- Cc1nnc(NC(=O)c2cc(-c3ccncc3)nc3c(C)cccc23)s1
  -13	-1	10	-3	-10	3	-2.3	-10	3	0
- CCCCCC(=O)NNC1CC(=O)N(c2cccc(OCC)c2)C1=O (centres undefined)
  1	-10	-21	2	4	-1	0.3	9	7	0
- CC(=O)c1ccc(C(=O)N2CCCC(Nc3ccc(C(C)C)cc3)C2)s1 (centres undefined)
  5	4	-9	-2	-2	5	0.7	-1	3	-2
- CC1(C)C2CC[C@]3(C)C(CC=C4[C@@H]5C[C@@](C)(CO)[C@@H](O)C[C@]5(C(=O)O)CC[C@]43C)[C@@]2(C)CC[C@@H]1O (some centres undefined)
  -1	1	.	.	4	.	-1.3	-5	.	-5
- CC(C)C(NC(=O)CC12CC3CC(CC(C3)C1)C2)C(=O)O (centres undefined)
  1	-6	21	-3	-2	3	-0.7	-10	-5	-2
- CCCCCCCCNC(=O)CC(NS(=O)(=O)c1ccc(NC(C)=O)cc1)C(C)C (centres undefined)
  -4	1	34	0	-2	7	0.4	20	26	3
- CC1CCN(S(=O)(=O)c2ccc(NC(=O)c3cccs3)cc2)CC1
  -24	12	15	3	0	-2	-0.5	-7	2	-2
- COC(=O)[C@H](CC(C)C)NC(=O)Nc1cccc(Br)c1
  -10	-19	-8	6	0	2	-0.2	2	-11	0
- Cc1ccc2c(CN3CCN(c4ccc(Cl)c(Cl)c4)CC3)cc(=O)oc2c1
  .	.	.	.	.	2	-0.4	-1	-7	2
- COc1ccc(CN2C(=O)NC(=O)/C(=C/c3ccc([N+](=O)[O-])s3)C2=O)cc1
  -9	9	27	3	-47	-9	.	.	25	.
- Cn1c(CN2CCOCC2)nnc1SCc1cccc(F)c1
  -2	-3	3	3	9	4	-1.2	-6	3	-5
- CCOC(=O)N1CCC(=NNc2ccnc3cc(Cl)ccc23)CC1
  3	18	5	-4	-4	2	0.6	-13	4	-1
- COc1ccc2c(c1)N(C(=O)CN1C(=O)C3CCCCC3C1=O)C(C)(C)C=C2C (centres undefined)
  3	9	4	-6	3	0	-0.5	1	6	1
- CC(=O)COC(=O)C1=NN(c2ccccc2)C(=O)CC1
  6	-5	61	-2	10	6	2.8	?	-9	19
- Nn1c(Cc2ccccc2)n[nH]c1=S
  1	-5	15	-1	5	2	-0.1	-8	-11	-2
- CNC(=O)c1c(NC(=O)c2ccc(S(=O)(=O)N3CCCCC3)cc2)sc2c1CCN(C(C)C)C2
  -8	-10	18	-1	-4	-55	0.6	-2	14	-1
- COc1ccc(NC(=O)Nc2ccc3c(c2)C(=O)N([C@H](C)CO)C[C@H](C)[C@@H](CN(C)S(=O)(=O)c2ccc(F)cc2)O3)cc1
  -5	-11	.	.	2	9	-1.7	-22	10	-12
- CCOC(=O)c1c(CCl)nc2ccccc2c1-c1ccccc1
  1	-5	-1	3	5	-11	.	.	10	.
- CC(C)(C)S(=O)N1Cc2cc(C(=O)NCc3ccc4c(c3)OCO4)nc(-c3cccc(-c4cc5ccccc5o4)c3)c2[C@@H]1CCO (some centres undefined)
  .	.	.	.	.	-9	-0.5	-26	-2	-7
- COc1ccc(-c2nnc(SC(C)C(=O)NCc3ccc4c(c3)OCO4)n2Cc2ccco2)cc1 (centres undefined)
  -4	1	20	2	-1	5	0.0	-9	7	-5
- O=C(Nc1ccc(Cl)cc1)N1CCSC1=NCc1ccccc1
  -2	0	0	5	10	-1	0.1	-2	6	5
- CCCn1c(=N)n(CC(O)c2ccc(C)cc2)c2ccccc21 (centres undefined)
  6	0	4	1	11	-5	-0.3	-1	-1	-2
- COc1cc(/C=N/NC(=O)c2ccncc2)cc(OC)c1OC
  3	.	0	-10	8	0	-0.8	-3	-1	13
- O=C1NC(=O)N(C2CCCCC2)C(=O)C1C1c2ccccc2C(=O)N1Cc1ccccc1 (centres undefined)
  0	-13	28	8	2	-4	-0.2	-2	5	2
- C(=N\Nc1nc2ccccc2[nH]1)/c1c[nH]c2ccccc12
  41*	.	5	1	10	33*	-0.7	-22	-5	-4
- CCN(C(=S)Nc1ccccc1F)C1CCCCC1
  2	-9	24	-2	-2	4	1.9	2	-2	-3
- O=C(Nc1ncccc1O)c1c(O)c2ccccc2[nH]c1=O
  1	-8	41	-5	8	0	0.0	1	16	-1
- COc1ccc(NC(=O)Nc2nnc([C@H]3C[C@H](O)[C@@H](CO)O3)s2)cc1
  .	.	.	.	.	4	-0.3	3	-3	-4
- CCCc1cc(=O)oc2cc(OCC(=O)NC(Cc3c[nH]c4ccc(O)cc34)C(=O)O)c(Cl)cc12 (centres undefined)
  -3	0	16	3	-2	-5	-1.1	-6	1	-4
- CC(=O)c1sc(C(C)(C)C)cc1NC(=O)/C=C/C(=O)O
  -5	-9	20	1	6	-4	.	.	9	.
- O=C(OCCN1CCCCC1)c1ccccc1Cl
  -5	-11	3	3	-3	1	-0.6	-9	2	-2
- O=C(Nc1cccc(C(=O)Nc2ccc(Br)cc2)c1)c1ccccc1
  -10	-18	27	2	19	-1	-2.0	0	12	8
- O=C(c1ccccc1Cl)N1N=C(c2cccs2)CC1c1cccc(O)c1 (centres undefined)
  -13	3	-1	-1	6	-4	0.3	1	20	-1
- CCOc1ccc(Oc2cc(NC(=O)c3ccco3)cc([N+](=O)[O-])c2)cc1
  -14	7	6	2	5	-6	-0.8	-9	-5	0
- O=C(Cn1cnc2ccccc2c1=O)NCCC(=O)N1CCN(Cc2ccccc2)CC1
  -6	-10	-4	2	-5	-2	-1.9	-1	1	-7
- CC(C)NC(=O)Cn1cc(C(=O)C2CC2)c2ccccc21
  -5	-13	-4	1	-11	-4	-2.6	-16	-12	-2
- O=C(Nc1ccc(Cn2cccn2)cc1)c1ccc(COc2ccccc2Br)cc1
  -87	-10	24	6	-9	22	-0.5	-3	16	0
- CC(C)CC(NC(=O)OC(C)(C)C)C(=O)NCc1ccccc1 (centres undefined)
  -2	5	4	0	5	-3	-2.5	-45	7	-9
- Cn1cccc1/C=N\NC(=O)C1COc2ccccc2O1 (centres undefined)
  -8	.	6	-5	4	9	-2.0	-12	20	-7
- CC1CCCCC1NC(=O)CN1C(=O)c2ccccc2S1(=O)=O (centres undefined)
  -7	-7	-35	-3	0	6	1.4	5	-1	-1
- Nn1c(SCC(=O)NC2CCCC2)nnc1-c1ccccc1F
  -7	-14	23	1	6	-5	0.2	7	7	0
- COc1cccc(NC(=O)CCN2C(=O)C3CC=CCC3C2=O)c1 (centres undefined)
  -4	-10	4	0	0	0	-2.3	10	-8	-3
- C[C@H](N=C1NS(=O)(=O)c2ccccc21)C(=O)OCc1cc([N+](=O)[O-])cc2c1OCOC2
  5	0	23	-1	-1	-9	1.2	-5	0	2

Carrying on.
Fields – Rv3671c protease	PriA SSB inh	VHR inh abs	SARS 3CLpro inh	MazEF act	PrPC TRFRET	BoNT-A LC inh2	BoNT-F LC inh	CCHFV vOTU inh	Anthrax LF prot
- COc1cc(/C=N\n2cnnc2)ccc1OCC(=O)Nc1ccc(C)cc1
  1	.	8	6	5	-1	0.5	3	18	-2
- Cc1nnc(NC(=O)CCC(=O)N2CCN(S(=O)(=O)c3cc([N+](=O)[O-])ccc3C)CC2)s1
  5	-11	.	.	-4	-13	-0.4	-5	-8	3
- C=CCOc1cccc(/C=N/NC(=O)CN(c2cc(Cl)ccc2OC)S(=O)(=O)c2ccc(C)c([N+](=O)[O-])c2)c1
  -49	.	-11	4	-3	6	0.1	2	9	0
- CC(C)(C)c1ccc(/C=C2\SC(=O)N(CCNC(=O)c3cccc(S(=O)(=O)N4CCOCC4)c3)C2=O)cc1
  -50	-1	8	4	-6	.	0.0	-6	.	0
- CCCCCCCCn1c2c(c(=N)c3ccccc31)CCC2
  .	-4	-5	-5	7	29*	-0.6	-5	20	-10
- CCOC(=O)C1=C(C)N(CCCC(=O)O)C(=O)NC1c1ccc(Cl)cc1Cl (centres undefined)
  2	-11	-22	-1	3	6	0.3	-1	-1	-4

Profiles as entered above:
O=C(CSc1nnc2scc(-c3ccccc3)n12)NCc1ccco1 is entered as Rv3671c protease: 4; PriA SSB inh: -13; VHR inh abs: -11; SARS 3CLpro inh: 2; MazEF act: 3; PrPC TRFRET: 4; BoNT-A LC inh2: -0.3; BoNT-F LC inh: -7; CCHFV vOTU inh: -19; Anthrax LF prot: -2
Cc1ccc(Cn2nnc(C(=O)Nc3cccc(C)c3C)c2N)cc1 is entered as Rv3671c protease: 0; PriA SSB inh: -9; VHR inh abs: 10; SARS 3CLpro inh: 2; MazEF act: 0; PrPC TRFRET: 10; BoNT-A LC inh2: ?; BoNT-F LC inh: 2; CCHFV vOTU inh: -4; Anthrax LF prot: 1

This is a subset; the hit share may differ from the screen's.
